Screening data as filed in PubChem BioAssay.
SUMO Mot1 rescue: inhibitors of SUMOylation pathway: yeast Mot1-301 growth rescue; S. cerevisiae Mot1-301 growth rescue, ATP luminescence, 38.5C; percent above DMSO median, 100 means doubled; growth rescue, % at 18.8 µM; actives 1% (n = 320,000); AID 2716;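 active = every valid replicate shows activation above 250% relative to neutral control wells; inactive = the rest, any valid replicate at or below 250%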;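 also: OY570 slx delta 5 strain wells were the positive control but not used for scaling; some compounds called inactive have numbers as strong as hits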
PfHsp90 yeast 2: inhibits growth of yeast expressing Plasmodium falciparum Hsp90; S. cerevisiae expressing PfHsp90, BacTiter-Glo ATP, 48 h; yeast lacking PDR1 and PDR3 efflux regulators; inhibition, % at 9.4 µM; actives 0.32% (n = 310,000); AID 504621;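 active = every replicate shows inhibition above about 80%, whatever the replicate mean, limit read from the data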;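 also: 0% = DMSO neutral controls and 100% = 20 µM radicicol positive controls; yeast relying on Plasmodium falciparum Hsp90 in place of its own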
PKA-R1A act: PKA-R1A complex activation | PKA-R1A dissociation, Cy5-IP20 fluorescence polarization; scaled: DMSO 0%, 113 µM cGMP 100% | AID 504707 | actives 0.083% (n = 340,000) | P00514+P68181 | activation, % at 11.4 µM;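 active = percent activation above the mean of all tested compounds plus 3 SD, cut at about 19% in these data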;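 also: higher means more PKAc released from R1A so a rise in polarization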
phage Ecoli inh: E. coli growth loss with phage present; AID 651602; actives 0.26% (n = 360,000); growth absorbance; inhibition, % at 11.9 µM; in the data active = inhibition above about 11%
E coli growth: reduces bacterial viability in AddAB counter-screen | inhibition, % at 11.9 µM | actives 0.27% (n = 330,000) | E. coli V3065 growth, OD600 absorbance, 18 h | AID 449728;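 active = inhibition above the campaign's mean inhibition across all tested compounds plus 3 SD, cut at about 9.9% in these data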;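 also: uninfected addAB+ strain grown without phage in ampicillin broth; 0% = DMSO wells and 100% = ciprofloxacin 0.95 µg/ml wells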
HTR5A inv ag: counter-screen for OPRM1-OPRD1 inverse agonists: human HTR5A inverse agonism | P47898 | HTR5A cell line, luminescence | inhibition, % at 9.3 µM | actives 0.083% (n = 340,000); in the data active = inhibition mostly above about 23%, no sharp cut-off; inactive = mostly below about 18%;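 also: 0% = cells with DMSO and 100% = no-cell wells with DMSO; some compounds called inactive have numbers as strong as hits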
Target sequence (P47898 whole entry, looked up): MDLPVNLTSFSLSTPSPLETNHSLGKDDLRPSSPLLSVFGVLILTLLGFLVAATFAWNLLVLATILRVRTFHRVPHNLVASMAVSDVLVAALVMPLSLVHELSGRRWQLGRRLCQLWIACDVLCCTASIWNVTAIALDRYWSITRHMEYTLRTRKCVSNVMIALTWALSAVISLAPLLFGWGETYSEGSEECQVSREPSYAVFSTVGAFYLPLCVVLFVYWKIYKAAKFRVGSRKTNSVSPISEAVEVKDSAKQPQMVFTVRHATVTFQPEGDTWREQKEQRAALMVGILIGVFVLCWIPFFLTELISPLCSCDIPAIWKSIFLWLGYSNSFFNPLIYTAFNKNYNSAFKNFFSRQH
AddAB inh: less growth of phage-infected E. coli with AddAB. E. coli expressing H. pylori AddAB, absorbance growth. inhibition, % at 11.9 µM. actives 0.29% (n = 330,000). AID 435030; in the data active = inhibition above about 12%;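 also: 0% = vehicle wells of infected cells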
MOR-DOR ag: OPRM1-OPRD1 heterodimerization agonism; P35372+P41143; cells, luminescence; activation, % at 9.3 µM; actives 0.3% (n = 340,000); in the data active = activation above about 18%;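 also: 0% = vehicle-treated cells and 100% = reference agonist; values of inactives mirror those of a sister screen read the other way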
PKA-R2B act: PKA-R2B complex activation | PKA-R2B holoenzyme dissociation, Cy5-IP20 fluorescence polarization; R2B truncated from residue 108, S112A mutant; 0% DMSO only, 100% 113 µM cGMP | activation, % at 11.4 µM | AID 504700 | P22694+P31323 | actives 0.079% (n = 340,000);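 active = activation above a cutoff set at the mean over all compounds plus 3 SD, cut at about 18% in these data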;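 also: higher means more holoenzyme dissociation and a rise in polarization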
Target sequence (P31323 whole entry, looked up, other chains not shown, the tested form may be a part): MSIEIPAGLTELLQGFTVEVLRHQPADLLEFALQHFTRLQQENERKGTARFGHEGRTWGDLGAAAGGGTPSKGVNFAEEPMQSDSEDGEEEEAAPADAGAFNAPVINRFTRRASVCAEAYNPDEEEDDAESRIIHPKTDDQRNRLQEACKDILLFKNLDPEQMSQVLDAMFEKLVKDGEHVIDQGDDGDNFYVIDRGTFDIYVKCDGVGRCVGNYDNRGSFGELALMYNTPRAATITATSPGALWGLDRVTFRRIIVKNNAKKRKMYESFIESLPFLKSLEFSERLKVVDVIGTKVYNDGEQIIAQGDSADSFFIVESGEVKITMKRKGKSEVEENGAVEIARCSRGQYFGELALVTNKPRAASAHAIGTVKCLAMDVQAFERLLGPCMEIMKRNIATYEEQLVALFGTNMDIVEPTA
Tat export inh: inhibitors of E. coli Tat protein transport; inhibition, % at 10 µM; actives 0.036% (n = 340,000); E. coli MC4100 TorA-mCherry Tat export, fluorescence;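 active = mean replicate inhibition at least 50% and at least half of replicates individually reaching 50%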;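 also: exported cargo escapes ClpAP degradation while cytoplasmic cargo is degraded and loses fluorescence; 0% = median of neutral control wells and 100% = median of NaSCN control wells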
OPRM1-OPRD1 inv: inverse agonist of human OPRM1-OPRD1 heterodimerization; P35372+P41143; cell-based MOR-DOR heterodimer luminescence, inverse agonism; inhibition, % at 9.3 µM; actives 0.21% (n = 340,000); AID 504357; in the data active = inhibition above about 22%, passing the limit was not always enough;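 also: 0% = cells with DMSO and 100% = wells without cells with DMSO; values of inactives mirror those of a sister screen read the other way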
The depositor's hits bear a star; . = not tested or not shown.

The first 8 entries, to show the layout:
SMILES	SUMO Mot1 rescue	PfHsp90 yeast 2	PKA-R1A act	phage Ecoli inh	E coli growth	HTR5A inv ag	AddAB inh	MOR-DOR ag	PKA-R2B act	Tat export inh	OPRM1-OPRD1 inv
COC(C[C@@H]1O[C@@H]1[C@@H](O)COCc1ccccc1)OC	.	-8.8	-9.2	2.8	.	-11.0	.	-0.4	10.6	-5.1	2.2
CC(=O)c1cc2c(ccc3ccccc32)oc1=O	7.0	-1.8	5.6	0.2	.	-0.6	.	-1.1	-5.2	1.7	6.0
CCc1cc(/C(Cc2ccccn2)=N\O)c(O)cc1O	485.9*	10.9	6.3	2.9	2.5	12.1	1.7	7.0	2.9	3.1	-37.1
O=c1[nH]c(COc2ccc(Br)cc2Cl)nc2ccccc12	0.5	-13.9	-1.3	2.6	-1.6	0.6	2.8	0.2	2.0	2.7	-1.0
CCCNc1nc2c(c(=O)[nH]c(=O)n2C)n1CCc1ccccc1	3.9	10.6	-0.8	1.8	-1.9	3.6	1.8	0.5	-10.4	5.3	-2.7
Nn1c(SCC(=O)Nc2ccc3c(c2)OCO3)nnc1C1CC1	-4.0	.	-12.2	2.6	-2.9	1.3	-0.3	-0.9	-6.0	5.0	5.0
O=C(COC(=O)c1cc(-c2ccc(Cl)s2)nc2ccccc12)NCc1ccco1	174.0	.	1.4	1.7	-0.7	-3.1	-0.6	-2.2	-7.5	9.2	11.0
CC1CCCCC12NC(=O)N(CC(=O)Nc1cccnc1Cl)C2=O (stereo unspecified)	-10.5	-18.3	-2.3	2.8	.	-2.3	.	-1.8	-5.5	3.5	10.1

The whole of this part, from the start:
SMILES	SUMO Mot1 rescue	PfHsp90 yeast 2	PKA-R1A act	phage Ecoli inh	E coli growth	HTR5A inv ag	AddAB inh	MOR-DOR ag	PKA-R2B act	Tat export inh	OPRM1-OPRD1 inv
COC(C[C@@H]1O[C@@H]1[C@@H](O)COCc1ccccc1)OC	.	-8.8	-9.2	2.8	.	-11.0	.	-0.4	10.6	-5.1	2.2
CC(=O)c1cc2c(ccc3ccccc32)oc1=O	7.0	-1.8	5.6	0.2	.	-0.6	.	-1.1	-5.2	1.7	6.0
CCc1cc(/C(Cc2ccccn2)=N\O)c(O)cc1O	485.9*	10.9	6.3	2.9	2.5	12.1	1.7	7.0	2.9	3.1	-37.1
O=c1[nH]c(COc2ccc(Br)cc2Cl)nc2ccccc12	0.5	-13.9	-1.3	2.6	-1.6	0.6	2.8	0.2	2.0	2.7	-1.0
CCCNc1nc2c(c(=O)[nH]c(=O)n2C)n1CCc1ccccc1	3.9	10.6	-0.8	1.8	-1.9	3.6	1.8	0.5	-10.4	5.3	-2.7
Nn1c(SCC(=O)Nc2ccc3c(c2)OCO3)nnc1C1CC1	-4.0	.	-12.2	2.6	-2.9	1.3	-0.3	-0.9	-6.0	5.0	5.0
O=C(COC(=O)c1cc(-c2ccc(Cl)s2)nc2ccccc12)NCc1ccco1	174.0	.	1.4	1.7	-0.7	-3.1	-0.6	-2.2	-7.5	9.2	11.0
CC1CCCCC12NC(=O)N(CC(=O)Nc1cccnc1Cl)C2=O (stereo unspecified)	-10.5	-18.3	-2.3	2.8	.	-2.3	.	-1.8	-5.5	3.5	10.1
COC(=O)CCC(C)C1CCC2C3CCC4CC(O)CCC4(C)C3=CC(=O)C12C (stereo unspecified)	.	.	-5.5	-1.3	.	6.4	.	4.0	-9.2	27.8	-19.9
COc1ccccc1N1CCN(C(=O)CCN2C(=O)c3cccc4cccc(c34)C2=O)CC1	5.8	4.8	-16.9	2.3	0.6	-2.1	-1.3	-2.7	-3.4	1.9	14.0
CC(C)CN(C(=O)CN(C)S(=O)(=O)c1ccc(Cl)cc1)C1CCS(=O)(=O)C1 (stereo unspecified)	9.4	11.3	-10.5	1.6	1.5	13.8	0.9	-1.1	1.2	3.1	6.1
Cc1c(C)c2cc3c(C)coc3cc2oc1=O	5.4	-2.1	-12.0	4.0	-0.8	-10.6	-1.9	-2.7	-2.8	-0.2	15.6
Cc1ccn2cc(-c3ccc(NS(=O)(=O)c4ccccc4)cc3)nc2c1	12.6	16.5	10.1	3.4	-0.5	1.7	-1.0	1.0	2.6	-0.8	-5.4
C/C(=N\NC(=S)NC1CCCCC1)c1ccc(C)o1	16.7	-13.8	-0.3	3.2	-2.5	-2.1	-2.2	1.8	1.3	-13.3	-9.4
C/C(Cc1ccccc1)=N\NC(=O)CNC(=O)c1ccccc1Br	-11.3	10.6	-6.5	2.0	-2.5	3.3	-2.7	-2.8	-5.3	-0.1	14.4
Nc1c(C(=O)NCc2ccc3c(c2)OCO3)nnn1-c1ccc(OC(F)(F)F)cc1	-1.2	.	2.9	4.4	-0.7	7.4	-1.0	-0.5	-14.0	7.7	2.4
Cc1ccc(OCC(=O)Nc2ccc3c(c2)nc(CCN2CCOCC2)n3C)cc1	300.0	-11.6	-2.8	1.7	0.3	20.5	-1.0	-1.6	-3.6	-10.5	7.8
CC(C)(C)C(=O)Nc1nnc(SCC(=O)NC2CCCC2)s1	27.1	5.2	-9.3	1.1	3.6	-4.2	4.6	-2.5	-7.2	-0.3	16.2
CN1C(=O)[C@H]2[C@@H](C3CC3)N3C(=O)CN(Cc4ccc(-c5ccccc5)cc4)C(=O)[C@@]3(C)[C@H]2C1=O	9.7	5.4	-6.0	1.3	-1.2	-40.1	0.3	-0.5	5.1	-5.1	2.7
CC(NC(=O)C1CCC(CNC(=O)[C@@H]2Cc3ccccc3CN2)CC1)c1ccccc1 (stereo partly specified)	27.1	8.6	-8.8	0.7	-0.9	-0.7	2.8	1.0	-14.6	1.9	-5.6
O=C1/C(=C/C=C/c2ccccc2)Oc2c1ccc(O)c2CN1CCN(CCO)CC1	-25.0	-4.8	6.5	-3.1	-2.5	14.7	0.4	-1.6	9.7	8.5	8.6
O=C(Nc1ccccc1Cl)C1(c2ccccc2)CC1(Cl)Cl (stereo unspecified)	-3.9	-5.1	1.1	-2.4	-4.4	-25.3	1.6	4.7	0.5	-3.0	-23.9
O=C(O)C1CCC(N2C(=O)c3cccc([N+](=O)[O-])c3C2=O)CC1 (stereo unspecified)	5.3	-0.5	18.8*	0.5	1.4	-13.5	2.8	0.5	8.1	2.4	-2.4
N#Cc1nc(Cc2cccc3ccccc23)oc1NCc1ccc2c(c1)OCO2	9.8	-19.4	-13.3	4.9	4.0	2.8	3.3	-1.7	-1.5	-0.7	9.8
COc1ccccc1NS(=O)(=O)c1ccc2oc(=O)ccc2c1	-3.2	-43.3	-5.2	-2.2	1.4	6.7	-1.6	-1.6	0.7	5.7	8.1
Cn1c(CCC(=O)Nc2ccc(S(C)(=O)=O)cc2)nc2cc(S(=O)(=O)N3CCOCC3)ccc21	.	.	4.6	2.1	.	-9.2	.	-0.9	3.4	5.6	3.5
COc1ccccc1N(CC(=O)Nc1ccc(F)c(F)c1)S(C)(=O)=O	-28.0	6.2	1.6	1.1	-0.2	10.8	0.3	-2.6	0.8	2.0	14.3
O=C(N/N=C/c1ccccn1)C1CC1	-17.3	.	-0.6	3.0	-0.3	5.0	-0.2	-1.0	1.6	11.1	5.1
CCCCS(=O)(=O)N1CCC(C(=O)Oc2ccccc2OC)CC1	-15.1	-14.8	-5.8	-0.1	2.2	-8.9	1.6	-0.1	1.6	-3.7	0.7
O=c1oc2ccccc2cc1-c1cn(-c2ccccc2)c(=S)[nH]1	-8.6	-6.8	-5.3	-2.3	1.4	-0.4	1.2	-0.6	4.1	1.5	3.3
O=C(COc1ccc(F)cc1)NCC1(N2CCOCC2)CCCCC1	-6.7	-46.6	-2.8	1.3	-1.9	12.8	2.3	-1.2	13.2	0.6	5.1
CCn1ncc(/C=N\NC(=O)COc2ccccc2)c1C	12.7	-14.1	-4.9	1.4	-1.3	-5.5	-0.7	-0.6	-2.0	-0.7	3.6
O=C(Nc1ccc(Cl)c(S(=O)(=O)N2CCCCC2)c1)c1ccncc1	.	10.2	2.6	5.9	.	-3.0	.	-0.1	-7.8	3.7	0.6
Cc1ccnc(SC2CC(=O)N(c3ccc([N+](=O)[O-])cc3)C2=O)n1 (stereo unspecified)	-29.9	-19.1	-4.4	3.2	1.9	12.4	0.4	-3.0	-3.0	0.4	14.6
CCC(C)Sc1ccc([C@@H]2[C@@H]3C(=O)N(CC)C(=O)[C@@H]3[C@]3(C(=O)OC)CCCCN23)cc1OC (stereo partly specified)	6.9	-25.7	-3.0	2.1	-1.8	-18.8	1.1	4.5	1.1	10.9	-25.5
COc1ccc(C2CC(C)=NN2C=O)cc1OC (stereo unspecified)	-15.2	0.0	-16.1	1.2	-1.1	3.3	0.7	-3.6	-4.3	-4.3	15.8
Cc1ccc(CNC(=O)C2CCCN2S(=O)(=O)c2ccc3c(c2)C(C)(C)C(=O)N3C)cc1 (stereo unspecified)	93.5	25.9	-10.7	3.0	0.3	-6.7	0.6	-0.6	-4.4	-6.3	3.1
COc1ccc(OC)c(NP2(=O)OCC(C)([N+](=O)[O-])CO2)c1 (stereo unspecified)	.	30.4	-1.9	2.8	.	2.8	.	-0.9	-6.1	14.2	4.8
COc1ccc(Cl)cc1S(=O)(=O)N1CCC(C(=O)NCCC2=CCCCC2)CC1	11.7	2.0	-7.5	0.8	1.0	2.0	0.6	1.7	-2.8	5.6	-9.2
O=C(COc1ccc(Br)cc1Br)NC(=S)Nc1cccc(CO)c1	13.4	-5.8	5.2	2.4	-0.2	1.1	2.1	1.9	-4.9	8.8	-10.8
Nc1ccc(C2=Nc3cccc4cccc(c34)N2)cc1	.	13.2	4.0	0.2	.	-6.6	.	3.3	-7.5	-0.2	-22.8
CCn1cc(/C=C(\NC(=O)c2ccccc2F)C(=O)NCCCN2CCOCC2)c2ccccc21	-0.1	-2.7	-5.4	2.2	-2.7	-38.3	0.2	-0.6	1.9	-2.9	3.4
CC(=O)NC(N1CCCCC1)C(F)(F)C(F)(F)C(F)(F)C(F)F (stereo unspecified)	-0.3	18.2	6.5	2.8	0.5	7.8	0.2	-2.3	-1.6	0.7	12.5
O=C(N/C(=C\c1ccc(Br)cc1)C(=O)N1CCOCC1)c1ccco1	-2.5	-7.7	2.7	-1.0	-3.3	-7.3	2.1	0.2	7.1	-8.1	-1.7
CN(C(=O)c1ccc(-c2nn(C)c(=O)c3ccccc23)cc1)C1CCCCC1	736.3*	-32.8	8.9	0.6	-2.9	-1.8	2.7	0.3	7.2	9.4	-1.4
CCCCOc1ccc(C2OC34CCCCC3C(C#N)(C#N)C2(C#N)C(=N)O4)cc1 (stereo unspecified)	-2.4	14.9	1.6	.	-1.6	-10.2	-4.7	0.3	2.3	-8.8	-1.6

Compounds as they come. Share with any hit: about 2.2%.
